Dynein transport: dynein cargo transport inhibition; 3617.4 mouse cells, GR-EGFP nuclear translocation imaging; test concentration mostly 20 µM; stimulated with dexamethasone, 1 µM; stronger effect = lower value; z-score, hits read low; actives 0.47% (n = 220,000); AID 1381;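 active = plate z-score of nuclear minus cytoplasmic receptor signal below a set negative limit, without overly bright fluorescence or cell loss, cut at about -3.5 in these data, passing the limit was not always enough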;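 note: z-score of nuclear minus cytoplasmic ring GR-EGFP intensity difference per well; some compounds called inactive have numbers as strong as hits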
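Buffer or medium – tet-free medium with charcoal-stripped serum · Signal – automated 10x imaging of fixed Hoechst-stained cells · Also added – dexamethasone agonist, 1.0 µM final, for 30 min · Incubation – induction 48 h, compound 1 h, agonist 30 min · Read-out – GR-EGFP nuclear translocation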
Yfh1-depleted yeast: mitochondrial function rescue without frataxin homolog – Friedreich's ataxia, plus single-dose screen, dose response (AID 1465). one-dose fold induction at 50 µM; EC50 in µM for titrated hits. S. cerevisiae Yfh1-off respiration, WST-1 reduction, 72 h; higher fold induction means a stronger effect. actives 0.074% (n = 220,000);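 active = fold induction of absorbance versus untreated yeast above a set limit, then at least 30% activation at any dose in follow-up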;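 note: activators that raise dye reduction in frataxin-depleted yeast; strong numbers were not always called active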
Insulin prom up: MIN6 insulin promoter up-regulation; MIN6 insulin promoter-GFP reporter, high-content imaging; stronger effect = higher value; z-score at 5 µM; actives 0.3% (n = 190,000); AID 1625;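 active = z-score above 3 at 5 µM with at least 500 cells counted in the well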
Autophagy HCS: modulators of autophagy; MEF GFP-LC3 puncta imaging; test concentration mostly 10 µM; calls only at 10 µM (by protocol); actives 0.98% (n = 190,000);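 active = percentage of spot-positive cells more than 3 SD above its plate mean, without a fluorescence outlier flag or 80% toxicity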;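 note: spot-positive cell cutoff set from DMSO-treated cells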
P. falciparum M17LAP: P. falciparum M17LAP inhibitors, primary screen, biochemical, fluorogenic H-Leu-NHMec substrate, 1536-well (AID 1619) | inhibition, % at 30 µM; hits with a dose series show IC50 in µM | actives 0.38% (n = 220,000) | recombinant M17LAP, H-Leu-NHMec fluorogenic kinetic assay; higher % means a stronger effect;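 active = compound inhibiting the enzyme by more than half at any dose during confirmatory dose-response retesting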;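 note: plate controls were full reaction with DMSO carrier for no effect and no enzyme background for full effect; strong numbers were not always called active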
ER stress rescue: protection against thapsigargin-triggered cell killing – 384-well, CSM14.1, ATP luminescence, primary screen (AID 1222); CSM14.1 thapsigargin-induced death rescue, ATP luminescence; higher % means a stronger effect; 190,000 tested, under 10 active; one-dose cellular ATP content (survival), % at 20 µM; EC50 in µM for titrated hits;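 active = EC50 below 50 µM in the dose-response confirmation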;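 note: death triggered by thapsigargin at about 15 µM added after 2 h compound pretreatment; cell ATP read after overnight thapsigargin exposure of roughly 18 to 22 hours; normalized against plate controls of thapsigargin alone and 5% DMSO vehicle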
MT stabilizer: microtubule stabilizers in HeLa cells. AID 2205. HeLa tubulin immunostaining HCS, 24 h; share of cells brighter than vehicle mean+2SD. % tubulin-high responders, % at 10 µM. actives 0.83% (n = 200,000);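 active = plate Z-score above 3 for both tubulin-high and condensed-nucleus cell shares, with cell loss under 80%, at 10 µM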;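 note: anti alpha tubulin signal scored within the nucleus-defined area of each cell; some results filed as inactive read as strong as hits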
Hep lipid drop: hepatic lipid droplet formation modulation | AML12 mouse hepatocytes, oleate lipid droplets, BODIPY imaging | inhibition, % at 6.5 µM | actives 0.4% (n = 240,000);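 active = lipid droplet intensity inhibited by at least 50%, with more than 500 cells counted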
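Material – mouse AML12 hepatocyte cell line, fixed after treatment · Compound dosing – one dose, 6.5 µM compound · Times – compound with oleate, overnight · Measured by – Image-based BODIPY and DAPI two-channel analysis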
M1AAP inhibition: P. falciparum M1AAP inhibitors, biochemical, fluorogenic H-Leu-NHMec substrate, 1536-well (AID 1445). actives 0.42% (n = 220,000). recombinant M1AAP, H-Leu-NHMec fluorogenic kinetic assay; higher % means a stronger effect. inhibition, % at 30 µM, or IC50 in µM where a hit was titrated;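 active = primary inhibition above the hit cutoff, then over 50% inhibition at one or more dose response concentrations, cut at about 23% in these data, passing the limit was not always enough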;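 note: plate controls were DMSO full reaction for no effect and no enzyme background for full effect; strong numbers were not always called active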
Dynein transport cytoplasmic EGFP: second read-out of Dynein transport, no call of its own (marks repeat the call); z-score; measured here: cytoplasmic GR-EGFP intensity; stronger effect = higher value
Dynein transport nuclear GR-EGFP: further read-out of Dynein transport, marked with its call; z-score; measured here: nuclear GR-EGFP intensity;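 lower value marks the stronger effect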
Dynein transport cell count: second read-out of Dynein transport, no call of its own (marks repeat the call); z-score; measured here: cell count per field
Insulin prom up cell count: recorded beside Insulin prom up, whose call it bears; cell count; measured here: cytotoxicity, nuclei count;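 total cells summed across four imaged fields per well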
Hep lipid drop cells 6.5 µM: also measured in Hep lipid drop; calls as there; cell count; measured here: cell count, cytotoxicity flag;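 cells counted across two imaged fields per well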
MT stabilizer Hoechst-high %: further read-out of MT stabilizer, marked with its call; % Hoechst-high responders; measured here: nuclear condensation Hoechst responders;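 share of cells brighter than vehicle mean plus two SD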
MT stabilizer cytotoxicity %: further read-out of MT stabilizer, marked with its call; toxicity, %; measured here: cytotoxicity by cell density;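 0% = mean cell density of plate MIN control wells and 100% = no cells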
Autophagy HCS cell loss 18 h: second read-out of Autophagy HCS, no call of its own (marks repeat the call); toxicity, %; measured here: cell loss, nuclei count;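 cell loss after 18 h compound exposure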
* = called active by the depositor; i = inactive; x = no result given; + = active, no number.

SMILES	Dynein transport	Dynein transport cytoplasmic EGFP	Dynein transport nuclear GR-EGFP	Dynein transport cell count	Yfh1-depleted yeast	Insulin prom up	Insulin prom up cell count	Autophagy HCS	Autophagy HCS cell loss 18 h	P. falciparum M17LAP	ER stress rescue	MT stabilizer	MT stabilizer Hoechst-high %	MT stabilizer cytotoxicity %	Hep lipid drop	Hep lipid drop cells 6.5 µM	M1AAP inhibition
CSCCC(NC(=O)C1CCC(C)CC1)C(=O)NCCN1CCC(C)CC1 (centres undefined)	0.462	-0.263	-0.294	-0.0588	i	-0.1	1304	i	-7.5	0.1%	-2.0%	2.3	2.6	4.8	2.8	756	-2.4%
COc1ccc(C(=O)NC(C(=O)NCC2CCCO2)C(C)C)cc1 (centres undefined)	0.654	0.231	0.428	-0.106	i	1.38	1310	i	5.4	-9.6%	-14.5%	4.8	3.0	9.0	-6.7	724	4.2%
CCc1c(C)nc2cc(-c3ccc(OC)cc3)[nH]n2c1=O	0.99	-0.29	1.13	-0.527	i	x	x	i	-52.0	8.0%	-2.2%	4.5	2.3	6.6	3.4	540	17.7%
NC(=O)CNC(=O)[C@@H]1CC2(CC(c3cccc([N+](=O)[O-])c3)=NO2)CN1C(=O)c1ccccc1 (some centres undefined)	-0.461	-0.166	0.231	0.389	i	0.56	1429	i	-5.1	2.6%	-0.1%	2.6	1.6	6.5	x	x	6.3%
CC(=O)Nc1ccc(S(=O)(=O)NC2(C(F)(F)F)NC(=O)N(C3CCCC3)C2=O)cc1 (centres undefined)	-0.746	0.0714	-0.27	0.264	i	1.19	1216	i	5.5	15.2%	4.6%	2.3	3.0	6.8	2.3	766	1.8%
CC1C/C(=C/c2ccco2)C(=O)/C(=C/c2ccco2)C1 (centres undefined)	-3.73	8.43	-0.855	-0.217	i	0.76	1164	i	-0.3	46.0%	-1.6%	3.7	1.7	3.6	-19.4	721	10.8%
CC(=O)/C(=N\Nc1ccccc1)Oc1ccc([N+](=O)[O-])cc1	-0.846	-0.267	-0.127	-0.261	i	0.39	1205	i	8.4	-0.9%	2.3%	2.5	2.4	8.2	0.1	730	3.5%
CCC(C)NC(=O)C1CCN(S(=O)(=O)c2cccc3cccnc23)CC1 (centres undefined)	-0.355	-0.262	-0.176	0.27	i	-0.12	964	x	x	14.0%	0.0%	2.7	1.7	5.8	x	x	5.6%
CC1(C)CC(=O)C2=C(C1)Nc1cc(Cl)ccc1S2	-0.157	-0.21	-0.106	0.228	i	-1.24	1022	x	x	-3.2%	x	x	x	x	8.4	729	3.5%
COc1ccc(NC(=O)CCN2CCN(S(=O)(=O)c3cc(Cl)ccc3OC)CC2)cc1	-0.24	0.252	-0.152	1.08	i	-0.71	1834	i	-33.3	13.7%	-2.1%	4.9	2.2	6.5	1.5	674	1.9%
O=C(c1cccs1)n1nc(NCc2ccccc2)nc1NCc1ccccc1	0.121	-0.296	-0.195	-0.393	i	x	x	i	4.8	-4.3%	3.2%	3.2	3.5	0.6	-13.6	603	9.3%
CCNc1nc(NCC)n2c(SCC(=O)Nc3ccc(F)cc3[N+](=O)[O-])nnc2n1	-0.57	-0.251	-0.0188	0.0101	i	0.23	1511	i	-7.2	25.9%	-0.2%	2.4	2.9	10.1	x	x	14.9%
O=c1cc(N2CCCC2)c2ccccc2o1	-0.347	-0.35	-0.0534	1.01	i	0.29	1389	i	-7.3	2.8%	0.2%	1.4	1.5	4.5	10.6	678	8.7%
O=C(Nc1ccc(N2CCCCC2)cc1)c1cc([N+](=O)[O-])cc([N+](=O)[O-])c1	0.0797	-0.276	-0.124	0.506	i	-0.65	1303	+	1.1*	-4.2%	-1.0%	1.2	0.8	2.6	17.4	696	-3.7%
CC(C)CN1C(=O)c2ccc(NC(=O)c3cccs3)cc2C1=O	-0.343	-0.0575	0.0351	0.541	i	-0.02	893	i	-16.0	-6.3%	-1.3%	2.0	1.1	5.8	15.0	734	1.9%
CCn1cc(C(=O)NCc2ccco2)c2cc(OC)c(OC)cc2c1=O	-0.0867	-0.248	0.316	0.109	i	1.27	1318	i	-2.6	4.0%	-1.7%	3.2	0.5	21.8	6.4	773	-4.0%
O=C(Nc1ccccc1N1CCN(C(=O)c2ccc(Cl)cc2)CC1)c1cc(Br)ccc1Cl	-1.29	1.4	-0.156	0.17	i	-0.51	1009	i	-4.0	0.9%	-0.8%	2.9	2.8	6.6	x	x	1.1%
CCOc1ccc(CN2CCN(Cc3cnn(CC)c3C)CC2CCO)cc1 (centres undefined)	0.131	-0.28	-0.0999	-0.277	i	0.37	1429	i	-0.9	-1.2%	-2.0%	2.1	1.7	3.3	-5.0	706	2.2%
c1ccc(-c2ccc(-c3ccccn3)nn2)nc1	-0.486	-0.23	0.0229	0.849	x	0.16	1234	i	-11.1	-1.4%	-3.0%	2.2	2.8	8.8	x	x	-5.7%
Cc1ccc(C(=O)O)cc1NC(=O)CN1C(=O)C2C3c4ccccc4C(Br)(c4ccccc43)C2C1=O (centres undefined)	-1.1	-0.276	-0.877	1.22	i	0.05	1320	i	9.4	24.9%	0.9%	2.6	2.8	4.7	20.1	727	18.8%
O=C(CC1c2ccccc2Oc2ccccc21)Nc1ccccc1F	1.34	-0.268	0.904	-0.732	i	-0.42	1214	i	-2.3	-5.4%	-1.0%	0.7	3.7	0.9	-3.7	625	13.8%
CCN(CC)CCCN(C(=O)c1ccco1)c1nc(-c2ccc(C)cc2)cs1	-0.748	0.0414	-0.12	0.364	i	-1.65	1203	i	-7.0	-2.5%	-3.4%	3.7	2.0	2.8	-7.6	655	-1.6%
Cc1cc2ncc(-c3ccc(Cl)cc3)cn2n1	-0.0597	-0.369	-0.587	0.535	i	-0.43	1154	i	3.5	-1.9%	0.6%	4.5	1.8	0.7	11.3	732	-1.7%
Cc1cccc(-c2noc(CN(C(=O)c3ccc4c(c3)OCO4)C(C)C)n2)c1	0.872	-0.291	0.794	0.135	i	0.37	1068	i	4.3	-3.1%	-1.2%	2.3	0.5	35.8	0.3	778	11.5%
CCOC(=O)c1ccc(NCn2c(=O)oc3ccccc32)cc1	-1.46	1.26	-0.227	0.155	i	2.96	905	i	6.0	-14.2%	1.8%	2.3	2.4	5.5	0.8	716	3.5%
Remaining list, next part.
SMILES	Dynein transport	Dynein transport cytoplasmic EGFP	Dynein transport nuclear GR-EGFP	Dynein transport cell count	Yfh1-depleted yeast	Insulin prom up	Insulin prom up cell count	Autophagy HCS	Autophagy HCS cell loss 18 h	P. falciparum M17LAP	ER stress rescue	MT stabilizer	MT stabilizer Hoechst-high %	MT stabilizer cytotoxicity %	Hep lipid drop	Hep lipid drop cells 6.5 µM	M1AAP inhibition
COc1ccccc1C1CC(=O)n2c(nc(-c3ccccc3)c2-c2ccccc2)S1 (centres undefined)	-0.715	-0.233	-0.267	0.395	i	0.19	1341	i	1.3	4.3%	1.6%	2.0	2.9	6.6	1.4	729	7.4%
COc1ccc(Cl)cc1-c1nc(SCC(=O)NC(C)C(C)C)n[nH]1 (centres undefined)	0.323	-0.305	0.0441	0.429	i	0.72	1231	i	0.9	-5.3%	0.7%	1.5	2.2	4.5	1.1	728	-2.0%
Nc1cc(N)nc(SCC(=O)Nc2ccccc2)n1	-0.65	-0.252	-0.797	-0.0796	i	x	x	i	-5.4	25.5%	-3.3%	4.1	2.1	5.6	13.0	777	3.8%
CC(C)NC(=O)CCn1nc(-c2ccc(Cl)cc2)c2ccccc2c1=O	-0.994	-0.281	-0.718	0.954	i	-0.42	1435	i	12.6	-10.1%	2.3%	1.6	1.7	7.9	-32.9	573	3.7%
CCOC(CNc1c([N+](=O)[O-])c(=O)n(C)c(=O)n1C)OCC	-0.76	-0.313	-0.54	0.749	i	-0.18	1267	i	-2.4	17.3%	-0.5%	2.5	3.5	8.6	x	x	10.4%
Cc1cc(NC(=O)CSc2nc3c(c(=O)n2-c2ccccc2)SC(C)C3)no1 (centres undefined)	-0.895	-0.193	-0.268	0.0339	i	x	x	i	-12.8	-2.6%	x	2.5	1.6	7.7	3.9	633	0.5%
C/C(=N\NC(=O)C1CC1)c1ccccc1O	-0.831	0.0731	0.135	-0.187	i	-0.87	1398	i	-1.5	26.0%	-1.8%	2.2	2.2	5.4	20.6	670	4.7%
O=C1C2C3C=CC(C4CC34)C2C(=O)N1/N=C/c1ccc(-c2ccc([N+](=O)[O-])cc2)o1 (centres undefined)	0.59	-0.309	0.478	0.871	i	0.14	1485	i	2.3	6.1%	-0.1%	3.7	3.3	9.1	4.9	697	7.6%
CC(C)(C)n1cnnc1Sc1ncccc1[N+](=O)[O-]	-0.91	-0.241	0.174	0.614	i	-0.37	1006	x	x	5.7%	x	x	x	x	-4.9	664	-1.4%
Cc1ccccc1NC(=O)C(=O)NCCc1c[nH]c2ccccc12	-0.000239	-0.339	0.26	0.0599	i	0.98	1204	i	4.3	-4.1%	3.4%	4.1	2.3	12.7	23.0	694	-1.1%
Cc1ccc2nc(SCC(=O)N(CC(C)C)c3c(N)n(Cc4ccccc4)c(=O)[nH]c3=O)[nH]c2c1	0.508	-0.277	-0.0432	-0.266	i	-0.07	1440	x	x	1.4%	x	x	x	x	-9.6	721	-6.3%
CCOC(=O)c1cnn(-c2nc3c(C)cccc3s2)c1C(F)(F)F	-1.3	-0.293	-0.58	0.757	i	0.63	909	i	8.9	4.0%	-0.5%	2.0	1.3	4.8	0.5	765	7.6%
COc1ccc(-c2c(-c3ccc(OCC(=O)NN)cc3O)n[nH]c2C)cc1	0.152	-0.269	-0.334	0.64	i	-0.51	1460	x	x	6.2%	x	x	x	x	7.8	737	8.6%

Screens: PubChem BioAssay, several laboratories
